Bioassay records from PubChem BioAssay.
bIAP inhibitor: bovine intestinal alkaline phosphatase inhibitors, primary screen, selectivity assay for TNAP inhibitor project, biochemical, bovine IAP, CDP-star luminescence; inhibition, % at 20 µM; AID 1019, 2008; alkaline phosphatase, intestinal [Bos taurus]; purified bovine IAP, 30 min; 190,000 tested, under 10 active;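 active = over 50% inhibition of intestinal alkaline phosphatase at 20 µM in the single-dose screen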
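Assay system: bovine IAP enzyme; medium: DEA buffer 100 mM, pH 9.8, with MgCl2 1.0 mM, ZnCl2 0.02 mM; doses: 20 µM single dose; incubation: enzyme reaction for 30 min at room temperature; detection: CDP-star luminescence signal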
L major viab: Leishmania major promastigote growth inhibition, primary screen; inhibition, % at 10 µM; AID 1063, 2008; 200,000 compounds, 9% hits; Leishmania major promastigotes, resazurin fluorescence viability; in the data active = inhibition above about 50%;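 note: promastigotes grown with compound for 44 hours at 28 °C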
bIAP activator: bovine intestinal alkaline phosphatase activators, primary screen, biochemical, bovine IAP, CDP-star luminescence; purified bovine IAP, 30 min; active compounds read high; fold of DMSO-control signal, blank-subtracted; activation factor at 20 µM; 200,000 compounds, 0.17% hits; AID 1016, 2008;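 active = activation factor of 2 or more at 20 µM, a signal rise over negative controls twice the positive control's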
TNAP inh no acc: human TNAP enzyme inhibitors, primary screen, biochemical, luminescent, no phosphate acceptor, uHTS; AID 1012, 2008; purified TNAP, CDP-star luminescence, 30 min; 200,000 compounds, 0.26% hits; inhibition, % at 20 µM; Alkaline phosphatase, tissue-nonspecific isozyme (Homo sapiens), P05186;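 active = tissue-nonspecific alkaline phosphatase inhibition above about 50% at 20 µM in the single-dose screen, limit read from the data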;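 note: 0% = DMSO negative control and 100% = EDTA positive control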
Target sequence (P05186 whole entry, looked up): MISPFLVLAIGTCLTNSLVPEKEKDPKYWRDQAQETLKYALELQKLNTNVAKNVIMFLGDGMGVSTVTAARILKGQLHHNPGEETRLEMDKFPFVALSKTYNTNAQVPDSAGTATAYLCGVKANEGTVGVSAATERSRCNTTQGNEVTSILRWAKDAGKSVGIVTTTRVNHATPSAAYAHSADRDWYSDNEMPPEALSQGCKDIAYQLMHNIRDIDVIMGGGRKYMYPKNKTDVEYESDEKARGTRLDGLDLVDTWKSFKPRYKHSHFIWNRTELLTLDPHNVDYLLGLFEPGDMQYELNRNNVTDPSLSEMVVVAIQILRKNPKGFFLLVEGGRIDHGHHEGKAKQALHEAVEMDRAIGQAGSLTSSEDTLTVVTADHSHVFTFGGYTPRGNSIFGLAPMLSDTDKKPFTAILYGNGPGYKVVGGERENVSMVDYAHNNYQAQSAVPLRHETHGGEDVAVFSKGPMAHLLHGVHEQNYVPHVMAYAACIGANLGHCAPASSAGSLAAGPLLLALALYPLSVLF
RAM inhibit: inhibitors of the yeast RAM network, primary screen, dse1pr::URA3 reporter, 5-FOA selection; inhibition, % at 50 µM; S. cerevisiae dse1pr::URA3 reporter, 5-FOA growth OD615, 2 d; analog-sensitive cbk1-as2 kinase mutant strain; 190,000 compounds, 1.8% hits; AID 868, 2007;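 active = inhibition above a set limit, 3 SD over mean compound inhibition, cut at about 8.4% in these data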;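 note: 0% = DMSO-only wells with no growth and 100% = 10 µM 1-NA-PP1 full growth; inhibition rescues growth on 5-FOA so higher OD means more RAM inhibition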
TNAP inh hi DEA: human TNAP enzyme inhibitors, primary screen, biochemical, luminescent, high phosphate acceptor level, uHTS. Alkaline phosphatase, tissue-nonspecific isozyme (Homo sapiens), P05186. purified TNAP, CDP-star luminescence, 1 M DEA. inhibition, % at 20 µM. 200,000 compounds, 0.03% hits. AID 1135, 2008;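 active = over 50% inhibition of tissue-nonspecific alkaline phosphatase at 20 µM in the single-dose screen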;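 note: plate controls were DMSO wells for no effect and EDTA-quenched wells as full inhibition for full effect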
FLuc inhib CS: firefly luciferase enzyme inhibitors, primary screen, artefact control for luciferase-based inhibitor screens, biochemical, luminescence, ATPLite. Luciferin 4-monooxygenase (Photinus pyralis), P08659. AID 1006, 2008. 10 min. inhibition, % at 10 µM. 200,000 compounds, 1.5% hits;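 active = inhibition above about 50% when tested at 10 µM, limit read from the data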
Target sequence (P08659 whole entry, looked up): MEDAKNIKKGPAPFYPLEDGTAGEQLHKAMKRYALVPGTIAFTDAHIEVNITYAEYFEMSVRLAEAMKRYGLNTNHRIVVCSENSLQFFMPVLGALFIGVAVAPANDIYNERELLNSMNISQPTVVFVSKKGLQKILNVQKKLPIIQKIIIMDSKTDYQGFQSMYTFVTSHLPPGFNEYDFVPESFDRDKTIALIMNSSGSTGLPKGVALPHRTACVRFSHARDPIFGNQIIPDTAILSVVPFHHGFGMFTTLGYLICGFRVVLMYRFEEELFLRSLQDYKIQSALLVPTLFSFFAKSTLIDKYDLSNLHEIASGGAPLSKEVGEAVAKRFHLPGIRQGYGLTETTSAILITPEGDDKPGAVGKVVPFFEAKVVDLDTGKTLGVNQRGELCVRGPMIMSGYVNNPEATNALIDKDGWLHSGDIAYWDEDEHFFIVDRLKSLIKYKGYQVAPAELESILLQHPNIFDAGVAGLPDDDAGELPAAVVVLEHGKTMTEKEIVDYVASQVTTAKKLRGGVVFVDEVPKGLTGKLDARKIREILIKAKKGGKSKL
FLuc stim CS: FLuc activators, initial screening, artefact control for FLuc-dependent activation tests, biochemical, ATPlite luminescence; 200,000 tested, under 10 active; AID 1027, 2008; activation factor at 10 µM; Luciferin 4-monooxygenase (Photinus pyralis), P08659; ATPlite luciferase biochemical, 10 min; 0 = ATP-free wells, 1 = DMSO control;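 active = luciferase activation factor, scaled between plate controls, of at least 2 with compound at 10 µM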
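assay system = Luciferase/luciferin detection reagent, cell-free biochemical luciferase assay | also added = ATP substrate | times = 10 min post-reagent at room temperature | measured by = luminescence from luciferase reaction | measure = luciferase activation, seen as luminescence increase over controls | benchmarks = low control with PBS replacing ATP, high control enzyme plus ATP without compound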
TNAP act hi DEA: TNAP activators at high phosphate acceptor level, primary screen, biochemical, luminescence, uHTS; Alkaline phosphatase, tissue-nonspecific isozyme (Homo sapiens), P05186; purified TNAP, CDP-star luminescence, 1 M DEA, 30 min; active compounds read high; 0 = EDTA background, 1 = DMSO-only activity; activation factor at 20 µM; 200,000 tested, under 10 active;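 active = activation factor at least 2 at 20 µM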
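Measured by: Luminescent substrate turnover signal | Test system: Human TNAP | Input: TNAP 1/800 final | Dosing: 20 µM single point | Schedule: 30 min, room temperature | Controls: EDTA wells as negative control, DMSO wells as positive control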
APP transl inh: inhibitors of APP translation via 5'UTR reporter, primary screen, APP 5'UTR luciferase, SH-SY5Y cells. SH-SY5Y APP 5'UTR-luciferase reporter, luminescence. inhibition, % at 2 µM. 190,000 compounds, 0.82% hits. AID 1285, 2008;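 active = inhibition above a set limit, derived from the sample mean plus 3 SD, cut at about 45% in these data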; note: values of inactives mirror those of a sister screen read the other way
* = called active by the depositor; . = not tested or not shown.

No.	canonical_smiles	bIAP inhibitor	L major viab	bIAP activator	TNAP inh no acc	RAM inhibit	TNAP inh hi DEA	FLuc inhib CS	FLuc stim CS	TNAP act hi DEA	APP transl inh
1	Cc1ccc(CSCc2ccc(C(=O)NCCCN3CCOCC3)o2)cc1	8	2	0.9	-15	1.5	-6	-7	1.1	1.1	-10
2	COc1cc(NC(=O)c2ccc3c(c2)OCO3)ccc1NC(=O)c1ccco1	-8	-7	1.1	-4	2.4	-1	1	1	1	-13
3	Cc1ccc(C(=O)NC(=S)NNS(=O)(=O)c2ccccc2)cc1	-4	-20	1	2	1.4	1	-7	1.1	1	5
4	CCC(C)(C(=O)NC1CCCC1)N(CC1CCCO1)C(=O)CNC(=O)c1ccccc1 (stereo not given)	0	-8	1	-12	1.6	-5	-7	1.1	1.1	-3
5	COc1ccc(/C=N/NC(=O)Cn2nc(C)c([N+](=O)[O-])c2C)cc1	8	48	0.9	-20	1.8	-4	-5	1.1	1	5
6	CC(C(=O)OCC(=O)c1ccccc1)N1C(=O)c2ccccc2C1=O (stereo not given)	-11	-3	1.1	1	1.0	-6	1	1	1.1	14
7	Cc1cc(=O)[nH]c(SCC(=O)OCc2ccccc2)c1C#N	-1	-6	1	-7	1.8	-2	-2	1	1	-17
8	CC(C)C(=O)Nc1ccc(-c2csc(-c3ccccc3)n2)cc1	2	-2	1	-6	8.0	2	2	1	1	-133
9	Cc1ccc(S(=O)(=O)N/N=C/c2ccccc2O)cc1[N+](=O)[O-]	-9	-4	1.1	-8	0.5	-5	-3	1	1.1	6
10	Cc1nc2ccccc2c(=O)n1/N=C/c1ccco1	-15	-2	1.2	-5	1.4	-6	2	1	1.1	-4
11	CCn1cc(CN2CCc3c([nH]c4ccccc34)C2c2cccc(OC)c2OC)c(C)n1 (stereo not given)	-9	27	1.1	0	0.2	3	1	1	1	9
12	CC(=O)CCCCn1cnc2c1c(=O)n(C)c(=O)n2C	-14	.	1.1	-13	.	-9	-1	1	1.1	.
13	CC1(C)C(=O)OC(c2cccn2-c2cccc([N+](=O)[O-])c2)C2(CCCCC2)C1=O (stereo not given)	27	4	0.7	-4	4.4	-2	-6	1.1	1	12
14	Cc1cc(N2C(=O)C3C4C=CC(C4)C3C2=O)no1 (stereo not given)	1	-2	1	-11	1.1	-2	-4	1	1	-6
15	Cc1cccc(-n2c(SCC(N)=O)nnc2-c2ccccn2)c1C	13	-3	0.9	-5	0.8	-10	-7	1.1	1.1	-22
16	CNC(=O)c1cc2cccc(OC)c2oc1=O	12	3	0.9	-8	-0.3	1	-8	1.1	1	7
17	COc1cccc(N(Cc2nnc3n2CCCCC3)C(=O)Nc2ccccc2F)c1	-7	-3	1.1	-6	1.4	-3	-2	1	1	-4
18	CCCCC1CCC(/C(N)=N/O)CC1 (stereo not given)	11	4	0.9	-10	0.4	-4	3	1	1	3
19	COC(=O)c1c(C)n(-c2ccccc2)c2ccc(O)cc12	3	5	1	-4	0.5	0	-3	1	1	-5
20	O=[N+]([O-])c1cc(C(F)(F)F)cc([N+](=O)[O-])c1NCc1cccnc1	0	6	1	0	2.0	6	-6	1.1	0.9	-16
21	COc1ccc(Nc2nc(-c3cccs3)cs2)c(OC)c1	23	2	0.8	-7	2.5	-7	2	1	1.1	-59
22	Fc1cccc(Cc2noc(CN3CCC(c4ccncc4)CC3)n2)c1	4	95*	1	0	0.8	-5	-10	1.1	1	7
23	COc1cc(N=Cc2c(O)[nH]c3ccccc23)cc(OC)c1OC	2	29	1	-3	2.1	2	2	1	1	8
24	Nn1c(=O)c2ccccc2n2c(SCc3ccccc3)nnc12	5	-9	1	-9	3.4	-2	-5	1.1	1	0
25	O=C(N/N=C/c1cccnc1)c1ccccc1OCc1ccc(Br)cc1	-5	-2	1	-6	1.2	1	8	0.9	1	12
26	CCNC(=O)COC(=O)c1sccc1C	-2	-8	1	0	2.2	7	8	0.9	0.9	-10
27	COc1ccc(NC(=O)c2cc(-c3ccc(OC)c(OC)c3)on2)cc1OC	6	-6	0.9	-8	4.7	5	-1	1	0.9	5
28	O=C(c1ccccc1)N(c1ccccc1)C1C=CS(=O)(=O)C1 (stereo not given)	5	-7	1	-11	-0.1	-6	-4	1	1.1	2
29	CC1=Nc2ccccc2/C1=C/c1sc(=O)n(CC(=O)N2CCCC2)c1O	15	4	0.9	-7	5.9	1	-2	1	1	4
30	Cc1sc(NC(=O)C2CCCO2)c(C#N)c1C (stereo not given)	1	-10	1	-8	2.1	-1	1	1	1	-3
31	CCN(CC)CCN(CC)Cc1ccccc1Br	-1	96*	1	4	1.2	-7	-8	1.1	1.1	-5
32	COc1ccc(N2C(=O)CN=C2Nc2nc(C)cc(C)n2)cc1OC	-9	4	1.1	8	0.7	3	-3	1	1	-2
33	C=CCSc1nnc2c(n1)OC(c1ccco1)Nc1ccccc1-2 (stereo not given)	6	-10	0.9	-13	4.9	0	0	1	1	-10
34	CCCCN1C2=C(C(=O)CCC2)C(c2ccc(Cl)c(Cl)c2)C2=C1c1ccccc1C2=O (stereo not given)	0	5	1	9	6.1	8	-3	1	0.9	7
35	O=C(NS(=O)(=O)Oc1ccc(F)c(Cl)c1)OC[C@@H]1CCCN2CCCCC12 (stereo not given in full)	5	-4	1	-15	5.1	-3	-4	1	1	-10
36	N#Cc1nc(COc2ccc(Cl)cc2Cl)oc1N1CCOCC1	3	5	1	-2	0.7	-2	0	1	1	1
37	CN(CC1CCCO1)S(=O)(=O)c1ccc(C(=O)NCc2ccccc2)cc1 (stereo not given)	6	-3	0.9	-15	-0.6	-4	-4	1	1	7
38	COc1ccccc1CNC(=O)C(=O)NCC1CCCO1 (stereo not given)	11	-2	0.9	-9	3.7	-1	-2	1	1	5
39	Clc1ccc(C2=NNC(=NCc3ccc4c(c3)OCO4)SC2)cc1	3	16	1	-5	2.2	0	-5	1	1	0
40	CCCCCCCc1nn2c(=O)cc(O)nc2s1	-6	-2	1.1	-10	1.1	2	1	1	1	-4
41	CCN(CCNC(=O)C1CCN(S(=O)(=O)c2c(C)noc2C)CC1)c1ccccc1	-5	98*	1	-7	1.6	0	-4	1	1	-13
42	COC(=O)CCCCCCCCC(=O)Nc1nc2ccccc2s1	3	-1	1	-10	5.3	-4	-2	1	1	1
43	COc1ccc(C(=O)CSC2=C(C#N)C3(CCCCC3)C(C#N)=C(N)N2)cc1	29	58*	0.7	-14	2.7	-8	-5	1.1	1.1	-10
44	Cc1ccc(-c2[nH]nc3c2C(c2ccsc2)C(C#N)=C(N)O3)cc1 (stereo not given)	9	7	0.9	-15	3.0	-2	-6	1.1	1	4
45	CC(C)[C@H](NS(=O)(=O)c1ccc2c(c1)OCCO2)C(=O)OCC(=O)Nc1ccccc1Cl	24	66*	0.8	-10	-0.4	-1	-4	1	1	-3
46	Cc1ccc(CNCC2CCCO2)s1 (stereo not given)	11	-2	0.9	-15	-0.7	-4	0	1	1	-6
47	Cc1ccccc1NC(=O)c1ccccc1NC(=O)CCC(=O)O	2	-8	1	-3	0.9	-4	-7	1.1	1	11
48	Cc1cc(C)nc(NS(=O)(=O)c2ccc(NC(=O)CCC3COc4ccccc4O3)cc2)n1 (stereo not given)	6	-4	0.9	-10	2.3	-1	-6	1.1	1	-1
49	O=S(=O)(Nc1ccc(Cl)cc1)c1ccc(N2CCOCC2)c(NC(=S)NC2CC2)c1	-3	-1	1	-9	4.8	-3	-6	1.1	1	-2
50	COCCn1cc(C(=O)c2ccccc2OCC(=O)Nc2cc(C)on2)cc(C#N)c1=O	2	-3	1	-14	1.9	-4	-1	1	1	3
51	COc1ccccc1-n1c(CNC(=O)c2cccc([N+](=O)[O-])c2C)n[nH]c1=S	-20	-10	1.2	-7	-1.3	-5	5	1	1.1	-9
52	Cc1cc(C)nc(OC(=O)c2ccc(Cl)cc2Cl)n1	4	-7	1	-3	-0.9	-4	-6	1.1	1	4
53	Cc1ccccc1OCC(=O)OCC(=O)c1ccc(OCc2ccccc2)cc1	-11	21	1.1	-23	12*	-4	-3	1	1	-37

Compounds from the list above containing a Cl atom, in the order listed:
No.	canonical_smiles	bIAP inhibitor	L major viab	bIAP activator	TNAP inh no acc	RAM inhibit	TNAP inh hi DEA	FLuc inhib CS	FLuc stim CS	TNAP act hi DEA	APP transl inh
34	CCCCN1C2=C(C(=O)CCC2)C(c2ccc(Cl)c(Cl)c2)C2=C1c1ccccc1C2=O (stereo not given)	0	5	1	9	6.1	8	-3	1	0.9	7
35	O=C(NS(=O)(=O)Oc1ccc(F)c(Cl)c1)OC[C@@H]1CCCN2CCCCC12 (stereo not given in full)	5	-4	1	-15	5.1	-3	-4	1	1	-10
36	N#Cc1nc(COc2ccc(Cl)cc2Cl)oc1N1CCOCC1	3	5	1	-2	0.7	-2	0	1	1	1
39	Clc1ccc(C2=NNC(=NCc3ccc4c(c3)OCO4)SC2)cc1	3	16	1	-5	2.2	0	-5	1	1	0
45	CC(C)[C@H](NS(=O)(=O)c1ccc2c(c1)OCCO2)C(=O)OCC(=O)Nc1ccccc1Cl	24	66*	0.8	-10	-0.4	-1	-4	1	1	-3
49	O=S(=O)(Nc1ccc(Cl)cc1)c1ccc(N2CCOCC2)c(NC(=S)NC2CC2)c1	-3	-1	1	-9	4.8	-3	-6	1.1	1	-2
52	Cc1cc(C)nc(OC(=O)c2ccc(Cl)cc2Cl)n1	4	-7	1	-3	-0.9	-4	-6	1.1	1	4

One compound at a time, as listed above.
COc1ccc(C(=O)CSC2=C(C#N)C3(CCCCC3)C(C#N)=C(N)N2)cc1 reads bIAP inhibitor: 29; L major viab: 58*; bIAP activator: 0.7; TNAP inh no acc: -14; RAM inhibit: 2.7; TNAP inh hi DEA: -8; FLuc inhib CS: -5; FLuc stim CS: 1.1; TNAP act hi DEA: 1.1; APP transl inh: -10
COc1ccc(NC(=O)c2cc(-c3ccc(OC)c(OC)c3)on2)cc1OC reads bIAP inhibitor: 6; L major viab: -6; bIAP activator: 0.9; TNAP inh no acc: -8; RAM inhibit: 4.7; TNAP inh hi DEA: 5; FLuc inhib CS: -1; FLuc stim CS: 1; TNAP act hi DEA: 0.9; APP transl inh: 5
